Assay outcomes deposited in PubChem by several laboratories.
OX1R antagonist – human HCRTR1 antagonism; O43613; CHO/OX1R cells, Fluo-8 calcium fluorescence, orexin A; inhibition, % at 5 µM; hit rate 0.43% among 330,000; AID 434989;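 active means inhibition above its plate's threshold, mean inhibition of all tested compounds on the plate plus 3 SD, cut at about 37% in these data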;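 further: 0% = orexin A challenge wells and 100% = SB-334867-A antagonist wells; not every result past the cut was called active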
Target sequence (O43613 whole entry, looked up): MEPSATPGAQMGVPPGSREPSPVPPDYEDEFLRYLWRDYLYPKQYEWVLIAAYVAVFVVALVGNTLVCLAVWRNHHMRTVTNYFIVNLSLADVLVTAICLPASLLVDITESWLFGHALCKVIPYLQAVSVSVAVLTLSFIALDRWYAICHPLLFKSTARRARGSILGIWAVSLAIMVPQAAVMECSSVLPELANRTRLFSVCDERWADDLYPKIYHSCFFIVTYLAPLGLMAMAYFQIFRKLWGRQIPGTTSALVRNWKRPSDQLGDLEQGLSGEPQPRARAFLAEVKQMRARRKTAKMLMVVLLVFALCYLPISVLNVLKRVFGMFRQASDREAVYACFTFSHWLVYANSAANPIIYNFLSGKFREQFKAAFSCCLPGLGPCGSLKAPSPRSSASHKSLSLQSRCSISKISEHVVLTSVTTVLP
CHT allo act – human CHT allosteric activation; CHT-expressing cells, membrane potential dye, choline EC20; hits give high values; LV-AA mutant CHT in HEK293 cells; hit rate 0.49% among 310,000; Q9GZV3; B-score at 10 µM;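 active means initial fluorescence not abnormally high and integrated response B-score, plate-corrected, over 3 SD above library mean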
Target sequence (Q9GZV3 whole entry, looked up): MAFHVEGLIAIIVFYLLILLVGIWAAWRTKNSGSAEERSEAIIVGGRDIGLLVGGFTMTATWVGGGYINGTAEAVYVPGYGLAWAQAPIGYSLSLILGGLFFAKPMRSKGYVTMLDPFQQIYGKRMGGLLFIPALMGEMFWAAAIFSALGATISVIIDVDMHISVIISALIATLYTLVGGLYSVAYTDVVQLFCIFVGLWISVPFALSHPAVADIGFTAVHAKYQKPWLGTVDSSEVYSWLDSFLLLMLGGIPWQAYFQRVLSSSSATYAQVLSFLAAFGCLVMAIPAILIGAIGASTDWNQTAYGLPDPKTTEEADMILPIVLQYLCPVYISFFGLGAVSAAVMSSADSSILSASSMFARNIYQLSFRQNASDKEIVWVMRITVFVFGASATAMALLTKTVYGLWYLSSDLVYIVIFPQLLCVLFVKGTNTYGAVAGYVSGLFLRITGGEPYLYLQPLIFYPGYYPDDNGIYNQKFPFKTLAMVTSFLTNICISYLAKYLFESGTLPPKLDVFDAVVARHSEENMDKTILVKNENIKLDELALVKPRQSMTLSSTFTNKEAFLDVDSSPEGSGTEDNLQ
* = called active by the depositor; i = inactive; . = no result given.

cpd | smiles | OX1R antagonist | CHT allo act
1 | COc1ccccc1NC(=O)Nc1ccccc1C(=O)NCCCN1CCOCC1 | -22 | i
2 | Cc1nn(-c2ccc(Cl)c(Cl)c2)c(=O)c2ccccc12 | -32 | i
3 | O=C(NN1C(=O)C2C3c4ccccc4C(c4ccccc43)[C@@H]2C1=O)c1ccccc1 (some centres not stated) | -17 | i
4 | Cc1nc2ccccc2c(=O)n1NC(=O)c1ccco1 | -9 | i
5 | CCCCNc1c(-c2ccc(OC)c(Sc3ccc(OC)cc3)c2)nc2cnccn12 | 0 | .
6 | O=C(c1ccccc1)c1ccc(OCCCN2CCCC2)cc1 | -9 | i
7 | CCOC(CNC(=O)C1CCN(S(=O)(=O)c2ccc3nc4c(c(C(=O)O)c3c2)CCCCC4)CC1)OCC | -24 | i
8 | O=C(O)c1ccccc1NC(=O)C(c1ccccc1)c1ccccc1 | -1 | i

Molecules listed so far containing a carbonyl joined to an NH by a bond outside any ring:
cpd | smiles | OX1R antagonist | CHT allo act
1 | COc1ccccc1NC(=O)Nc1ccccc1C(=O)NCCCN1CCOCC1 | -22 | i
3 | O=C(NN1C(=O)C2C3c4ccccc4C(c4ccccc43)[C@@H]2C1=O)c1ccccc1 (some centres not stated) | -17 | i
4 | Cc1nc2ccccc2c(=O)n1NC(=O)c1ccco1 | -9 | i
7 | CCOC(CNC(=O)C1CCN(S(=O)(=O)c2ccc3nc4c(c(C(=O)O)c3c2)CCCCC4)CC1)OCC | -24 | i
8 | O=C(O)c1ccccc1NC(=O)C(c1ccccc1)c1ccccc1 | -1 | i

(listing goes on)
cpd | smiles | OX1R antagonist | CHT allo act
9 | C=CCN(CC=C)S(=O)(=O)c1ccc2nc(NC(=O)C(C)C)sc2c1 | -2 | i
10 | OCCCn1c(C2CCCN2c2nc(-c3ccc(F)cc3)cs2)nc2cc(Cl)c(N3CCCCC3)cc21 (configuration not stated) | -26 | i
11 | N#Cc1c(NC(=O)CSc2nnnn2C2CCCCC2)sc2c1CCCC2 | -19 | i
12 | O=C(CC1C(=O)NCCN1Cc1c(F)cccc1Cl)NCCCn1ccnc1 (configuration not stated) | -4 | i
13 | CCCCN(C)CC(O)Cn1cc(/C=C/C(=O)c2ccc(OCC)cc2)c2ccccc21 (configuration not stated) | -24 | i
14 | COc1ccc(C(=O)C2CCCN(Cc3ccc4nonc4c3)C2)cc1F (configuration not stated) | -24 | i
15 | CSCC[C@H](NC(=O)OC(C)(C)C)C(=O)N/N=C/c1cc2ccc(C)cc2nc1Cl | -7 | i
16 | COC(=O)C1=C(C)NC(=S)N(C(C)=O)C1c1ccc(OC)c(OC)c1 (configuration not stated) | -18 | i
17 | Cc1cc(C(=O)NC2CCCc3c2cnn3-c2ccc(C)c(C)c2)nc(C)n1 (configuration not stated) | -29 | i
18 | Cc1ccc(C(=O)/C=C/c2ccc3c(c2)OCO3)o1 | 0 | i
19 | Cc1ccc(CNc2cnn(C34CC5CC(CC(C5)C3)C4)c(=O)c2Cl)cc1 | -28 | i
20 | Cc1cccc(N2CCN(C(=O)Cc3ccc(-n4c(=O)[nH]c5ccsc5c4=O)cc3)CC2)c1C | -34 | i
21 | COc1ccc(NC(=O)Cc2ccc(Cl)cc2Cl)cn1 | -22 | i
22 | CN(c1nc2ccccc2[nH]c1=O)C1CCCCC1 | -17 | i
23 | CCCN(CC(=O)Nc1ccc(F)c(F)c1F)C(=O)c1ccc(N2CCCC2=O)cc1 | -13 | .
24 | O=[N+]([O-])c1cccc(/C=C/c2nc3ccc([N+](=O)[O-])cc3[nH]2)c1 | 17 | i
25 | CC(=O)C1=C(O)C(=O)N(CCc2c[nH]c3ccccc23)C1c1ccco1 (configuration not stated) | -19 | i
26 | O=C(c1cnsn1)N1CCC(CO)(Cc2cccc(F)c2)CC1 | 9 | i
27 | Cc1cccc(C(=O)O/N=C2/CC3CCC2(C)C3(C)C)c1 (configuration not stated) | -37 | i
28 | COc1ccc(N(C(=O)c2snc(C(N)=O)c2N)C(C(=O)NC2CCCC2)c2ccc(F)cc2)c(OC)c1 (configuration not stated) | -29 | i
29 | O=C(COC(=O)c1ccc(S(=O)(=O)NCc2ccco2)cc1)Nc1ccccc1OC(F)F | 11 | i
30 | CCc1ccccc1NC(=S)N(CCCN1CCOCC1)Cc1ccccn1 | -10 | i
31 | O=[N+]([O-])c1ccc(-n2nnnc2CN2CCCCC2)cc1 | 2 | i
32 | O=c1[nH]c(CN2CCN(S(=O)(=O)c3cccs3)CC2)nc2c(Br)cc(Br)cc12 | -8 | i
33 | CC(C)(C)n1nc2c(c1NC(=O)c1c(F)cccc1F)CS(=O)(=O)C2 | -6 | i
34 | NC(=O)c1ccsc1NC(=O)C1CC1 | 0 | i
35 | COC(=O)CSc1n[nH]c(-c2ccncc2)n1 | -1 | i
36 | Cc1cc(C)c(C)c(S(=O)(=O)Nc2ccc(C(N)=O)cc2)c1C | -6 | i
37 | Cc1cc(C(=O)OCC(=O)NC2CCS(=O)(=O)C2)c(C)n1-c1ccccc1 (configuration not stated) | -21 | i
38 | CCc1nc2ccccc2c(C(=O)OCC(=O)N(C)Cc2ccccc2)c1C | -2 | .
39 | O=C(CCc1nc2sc3c(c2c(=O)[nH]1)CCCC3)NCCOc1ccccc1 | -14 | i
40 | COc1cccc(NC(=O)CN(C)C(=O)c2cc(-c3ccccc3)nc3ccccc23)c1 | -26 | i
41 | COc1ccc(NC(=O)c2ccc(N(C)S(C)(=O)=O)cc2)cc1OC | 2 | i
42 | O=C(Cc1c[nH]c2ccccc12)N/N=C/c1ccccc1O | -9 | i
43 | CC(=O)NC(CCS(C)(=O)=O)C(=O)Nc1cccc(Cl)c1Cl (configuration not stated) | 1 | i
44 | COc1ccccc1CNC(=O)Cn1cccc1 | 1 | i
45 | Cc1ccc(C(O)c2nccn2C)o1 (configuration not stated) | -65 | i
46 | CC(C)c1ccc(C(=O)NNC(=O)c2ccncc2)cc1 | 3 | i
47 | CN(C)CCCOC(=O)c1ccccc1 | -5 | i
48 | O=C(COC(=O)/C=C/c1cccc(Br)c1)NCc1cccs1 | 2 | .
49 | Cc1ccc(N2C(=O)N(CC(=O)c3cc(C)ccc3C)C(=O)C2C)cc1 (configuration not stated) | -28 | i
50 | Cc1[nH]c2ccc(Cl)cc2c(=O)c1CN1CCCC1 | -19 | i
51 | CCn1ncc([N+](=O)[O-])c1C(=O)N1CCc2ccccc2C1 | -8 | i
52 | Cc1cc(Cl)ccc1NC(=O)CCC(=O)N/N=C/c1cccnc1 | . | i
53 | CCCCCCOc1ccc(OCC(O)CN2C(=O)NC(C)(C)C2=O)cc1 (configuration not stated) | 3 | i
54 | CCOC(=O)N1CCC(NC(=O)C2CCN(S(=O)(=O)c3cnc[nH]3)CC2)CC1 | -8 | i
55 | Cc1[nH]c2ccccc2c1/C=N/NC(=O)c1cccc(S(=O)(=O)Nc2ccccc2Cl)c1 | -3 | i
56 | Cc1ccc(S(=O)(=O)CCC(=O)OCC(=O)Nc2cc(F)ccc2C)cc1 | -16 | i
57 | CC1CCCC(NC(=O)CN(C)CC(=O)Nc2cccc(F)c2)C1C (configuration not stated) | -22 | .
58 | Cc1ccc2cc3c(NC(=O)C(C)C)nn(C)c3nc2c1 | -13 | i
59 | O=[N+]([O-])c1ccccc1/C=N\N1CCN(Cc2ccccc2Cl)CC1 | -27 | i
60 | CCn1nc(NC(=O)c2ccccn2)c2cc3cccc(C)c3nc21 | -19 | i
61 | CC(OC(=O)c1cc2c(s1)CCCCC2)C(=O)NC(N)=O (configuration not stated) | 6 | i
62 | COc1ccc(C)cc1NC(=O)CN1c2cccc3cccc(c23)S1(=O)=O | -7 | .
63 | CCC(=O)Nc1ccccc1Oc1ccccc1 | 2 | i
64 | Cc1ccccc1NC(=O)COC(=O)c1cccnc1 | -16 | i

The list goes on.
cpd | smiles | OX1R antagonist | CHT allo act
65 | CN=c1scc(C)n1/N=C/c1cc(Br)c(O)c(OC)c1 | -8 | i
66 | c1ccc(Oc2ccc3ccccc3n2)cc1 | 0 | i
67 | O=C(COC(=O)/C=C/c1ccco1)Nc1ccccc1 | -19 | i
68 | c1coc(CN2CCN(C(c3cccs3)c3nnnn3C3CCCC3)CC2)c1 (configuration not stated) | -9 | i
69 | COC(=O)C(Cc1ccccc1)NC(=O)CNS(=O)(=O)c1ccc(Br)cc1 (configuration not stated) | -17 | i
70 | O=C(CSc1nnc(NC(=O)c2ccco2)s1)NCc1ccc2c(c1)OCO2 | -16 | i
71 | Cc1cccc(NC(=O)c2cccc(C(F)(F)F)c2)c1 | -37 | i
72 | O=C(CCOc1ccccc1)Nc1ccnn1C1CCN(Cc2ccc(CO)o2)CC1 | -10 | i

3 compounds out of the list above, arranged by the value under OX1R antagonist, descending:
item | SMILES | OX1R antagonist
65 | CN=c1scc(C)n1/N=C/c1cc(Br)c(O)c(OC)c1 | -8
69 | COC(=O)C(Cc1ccccc1)NC(=O)CNS(=O)(=O)c1ccc(Br)cc1 (configuration not stated) | -17
71 | Cc1cccc(NC(=O)c2cccc(C(F)(F)F)c2)c1 | -37

Other entries follow:
cpd | smiles | OX1R antagonist | CHT allo act
73 | Clc1cc2c(cc1/C=N/Nc1nc(N3CCOCC3)nc(N3CCOCC3)n1)OCO2 | -18 | i
74 | Cc1ccc(C(=O)Nc2cccnc2Cl)cc1Cl | -21 | i
75 | CC(NC(=O)C1CCN(C(=O)Nc2ccccc2)CC1)c1ccccc1 (configuration not stated) | -11 | i
76 | CC(=O)Nc1ccc(S(=O)(=O)Nc2cccc(-c3cn4cccnc4n3)c2)cc1 | -18 | i
77 | COCc1cc(=O)[nH]c(Nc2nc(C)c3cc(OC)ccc3n2)n1 | 1 | i
78 | O=C(NCCCc1ccccc1)C(=O)c1c[nH]c2ccccc12 | -10 | i
79 | Cc1ccc2c(CN3CCOCC3)cc(=O)oc2c1C | -20 | i
80 | COc1ccc(N2CCN(Cc3cc(=O)oc4cc(C)c(Cl)cc34)CC2)cc1 | -18 | i
81 | COc1cc([N+](=O)[O-])ccc1NC(=O)NNC(=O)CCc1ccccc1 | -16 | i
82 | Cc1ccc(SCc2[nH]nc3c2C2(C(=O)N(C)c4ccccc42)C(C#N)=C(N)O3)cc1 (configuration not stated) | -18 | i
83 | Cn1c(C2CC(=O)N(Cc3ccccc3)C2)nc2ccccc21 (configuration not stated) | -7 | i
84 | CC1Cc2ccccc2N1C(=O)Cn1cc([N+](=O)[O-])cn1 (configuration not stated) | -1 | i
85 | CCOC(=O)Cc1csc(NC(=O)CCCc2ccccc2)n1 | -7 | i
86 | O=C(c1cccs1)N1CCN(c2ccc(F)cc2)CC1 | -14 | i
87 | O=C(Nc1ccccc1C(=O)NC(Cc1c[nH]c2ccccc12)C(=O)O)c1ccccc1 (configuration not stated) | -7 | i
88 | Cc1ccc(NC(=O)c2cc3c(s2)CCC3)cc1S(=O)(=O)N1CCOCC1 | -21 | i
89 | CC(=O)c1ccc(S(=O)(=O)N2CCN(CCOc3ccccc3)CC2)cc1 | -9 | .
90 | O=C(CCCN1C(=O)/C(=C/c2ccc(F)cc2)SC1=S)NCCCn1ccnc1 | -14 | i
91 | CC1Sc2ccc(S(=O)(=O)CCC(=O)NCc3ccccc3Cl)cc2NC1=O (configuration not stated) | -19 | i
92 | COc1cccc(CNC(=O)CSCC(=O)Nc2ccc(C)cc2)c1 | -24 | i
93 | CCOC(=O)C(CC)n1cnc2sc3c(c2c1=O)CCC3 (configuration not stated) | 5 | i
94 | CCOC(=O)Cc1[nH]nc2c1C(c1cccc(OC)c1OC)C(C#N)=C(N)O2 (configuration not stated) | -14 | i
95 | Cc1ccc(Oc2ccc(S(=O)(=O)N3CCOCC3)cc2C(N)=O)cc1C | -9 | i
96 | Cc1ccc(C)c(OCc2ccc(C(=O)NN)o2)c1 | -48 | i
97 | CC(C)(C)C1=C(C#N)C(c2ccc3c(c2)OCO3)C(C#N)=C(N)O1 (configuration not stated) | -7 | i
98 | O=c1c2[nH]c3ccccc3c2ncn1CCC1=CCCCC1 | -23 | i
99 | COc1ccc2[nH]c(C(=O)N3CCc4ccccc4C3)c(C)c2c1 | -10 | i
100 | CCOC(=O)CNC(=O)N1CCCC(CNS(=O)(=O)c2cccs2)C1 (configuration not stated) | -20 | i
101 | N#CC1=C(N)Oc2n[nH]c(-c3cccs3)c2C1c1ccsc1 (configuration not stated) | -4 | i
102 | COc1cccc(CN(C)C(=O)c2cccc(NC(=O)CC3SC(N4CCCCC4)=NC3=O)c2)c1OC (configuration not stated) | -20 | .
103 | O=C(Nc1ccccc1Cl)NC1(C(=O)N2CCCC2)CCCCC1 | -20 | i
104 | COc1cc(CCCN2CCNC[C@H]2Cc2cccc3ccccc23)cc(OC)c1OC | -30 | .
105 | CC(=O)Cc1nsc(NC(=O)c2ccc(-c3cccc(Cl)c3)o2)n1 | 10 | i
106 | Cc1ccc(Oc2ccc(OCC(=O)Nc3ccncc3)cc2)cc1 | 50* | .
107 | Cc1ccc(SCC(=O)NC(=O)NCc2ccco2)c(C)c1 | -25 | i
108 | O=C(N/N=C/c1cccs1)c1c[nH]c2ccccc12 | -6 | i
109 | Brc1c(OCCOCCn2cncn2)ccc2ccccc12 | -10 | i
110 | CCCC(C(=O)NC(C)(C)C)N(C(=O)c1snc(C(N)=O)c1N)c1ccc2c(c1)OCCO2 (configuration not stated) | -25 | i
111 | CN(c1ccc(Cl)cc1)S(=O)(=O)c1nnc(NC(=O)C(C)(C)C)s1 | . | i
112 | O=C(N/N=C/c1ccccc1)c1sccc1OCc1ccc(F)cc1 | -14 | i

Reformatted screen by screen: part of the list above.
108	O=C(N/N=C/c1cccs1)c1c[nH]c2ccccc12
109	Brc1c(OCCOCCn2cncn2)ccc2ccccc12

entry no.	108	109
OX1R antagonist	-6	-10
CHT allo act	i	i

(cont.)
cpd | smiles | OX1R antagonist | CHT allo act
113 | COc1cc(S(=O)(=O)NC2CCSc3ccccc32)ccc1NC(C)=O (configuration not stated) | -7 | i
114 | Fc1ccc(NC(=S)N2CCc3[nH]c4ccccc4c3C2)cc1 | -19 | i
115 | CC(C)C(NS(=O)(=O)c1ccc2c(c1)Cc1cc(S(=O)(=O)NC(C(=O)O)C(C)C)ccc1-2)C(=O)O (configuration not stated) | -11 | i
116 | CCN(CC)CCSc1nc2ccc(OC)cc2[nH]1 | -8 | i

No enrichment for hits; overall some 0.83% were active at least once.
